Pf apPOL block: Pf-apPOL DNA polymerase inhibition; Recombinant Pf-apPOL, molecular beacon fluorescence, 1.5 h; inhibition, % at 10 µM; hit rate 0.25% among 210,000; AID 1794808
mHTT CaM bind: mHTT-calmodulin interaction abrogation; P42858; AlphaScreen His-mHTT/GST-CaM binding, luminescence; inhibition, % at 15 µM; hit rate 3.6% among 190,000;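 also: 0% = both proteins with DMSO and 100% = one protein alone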
Target sequence (P42858 whole entry, looked up, stated change not applied): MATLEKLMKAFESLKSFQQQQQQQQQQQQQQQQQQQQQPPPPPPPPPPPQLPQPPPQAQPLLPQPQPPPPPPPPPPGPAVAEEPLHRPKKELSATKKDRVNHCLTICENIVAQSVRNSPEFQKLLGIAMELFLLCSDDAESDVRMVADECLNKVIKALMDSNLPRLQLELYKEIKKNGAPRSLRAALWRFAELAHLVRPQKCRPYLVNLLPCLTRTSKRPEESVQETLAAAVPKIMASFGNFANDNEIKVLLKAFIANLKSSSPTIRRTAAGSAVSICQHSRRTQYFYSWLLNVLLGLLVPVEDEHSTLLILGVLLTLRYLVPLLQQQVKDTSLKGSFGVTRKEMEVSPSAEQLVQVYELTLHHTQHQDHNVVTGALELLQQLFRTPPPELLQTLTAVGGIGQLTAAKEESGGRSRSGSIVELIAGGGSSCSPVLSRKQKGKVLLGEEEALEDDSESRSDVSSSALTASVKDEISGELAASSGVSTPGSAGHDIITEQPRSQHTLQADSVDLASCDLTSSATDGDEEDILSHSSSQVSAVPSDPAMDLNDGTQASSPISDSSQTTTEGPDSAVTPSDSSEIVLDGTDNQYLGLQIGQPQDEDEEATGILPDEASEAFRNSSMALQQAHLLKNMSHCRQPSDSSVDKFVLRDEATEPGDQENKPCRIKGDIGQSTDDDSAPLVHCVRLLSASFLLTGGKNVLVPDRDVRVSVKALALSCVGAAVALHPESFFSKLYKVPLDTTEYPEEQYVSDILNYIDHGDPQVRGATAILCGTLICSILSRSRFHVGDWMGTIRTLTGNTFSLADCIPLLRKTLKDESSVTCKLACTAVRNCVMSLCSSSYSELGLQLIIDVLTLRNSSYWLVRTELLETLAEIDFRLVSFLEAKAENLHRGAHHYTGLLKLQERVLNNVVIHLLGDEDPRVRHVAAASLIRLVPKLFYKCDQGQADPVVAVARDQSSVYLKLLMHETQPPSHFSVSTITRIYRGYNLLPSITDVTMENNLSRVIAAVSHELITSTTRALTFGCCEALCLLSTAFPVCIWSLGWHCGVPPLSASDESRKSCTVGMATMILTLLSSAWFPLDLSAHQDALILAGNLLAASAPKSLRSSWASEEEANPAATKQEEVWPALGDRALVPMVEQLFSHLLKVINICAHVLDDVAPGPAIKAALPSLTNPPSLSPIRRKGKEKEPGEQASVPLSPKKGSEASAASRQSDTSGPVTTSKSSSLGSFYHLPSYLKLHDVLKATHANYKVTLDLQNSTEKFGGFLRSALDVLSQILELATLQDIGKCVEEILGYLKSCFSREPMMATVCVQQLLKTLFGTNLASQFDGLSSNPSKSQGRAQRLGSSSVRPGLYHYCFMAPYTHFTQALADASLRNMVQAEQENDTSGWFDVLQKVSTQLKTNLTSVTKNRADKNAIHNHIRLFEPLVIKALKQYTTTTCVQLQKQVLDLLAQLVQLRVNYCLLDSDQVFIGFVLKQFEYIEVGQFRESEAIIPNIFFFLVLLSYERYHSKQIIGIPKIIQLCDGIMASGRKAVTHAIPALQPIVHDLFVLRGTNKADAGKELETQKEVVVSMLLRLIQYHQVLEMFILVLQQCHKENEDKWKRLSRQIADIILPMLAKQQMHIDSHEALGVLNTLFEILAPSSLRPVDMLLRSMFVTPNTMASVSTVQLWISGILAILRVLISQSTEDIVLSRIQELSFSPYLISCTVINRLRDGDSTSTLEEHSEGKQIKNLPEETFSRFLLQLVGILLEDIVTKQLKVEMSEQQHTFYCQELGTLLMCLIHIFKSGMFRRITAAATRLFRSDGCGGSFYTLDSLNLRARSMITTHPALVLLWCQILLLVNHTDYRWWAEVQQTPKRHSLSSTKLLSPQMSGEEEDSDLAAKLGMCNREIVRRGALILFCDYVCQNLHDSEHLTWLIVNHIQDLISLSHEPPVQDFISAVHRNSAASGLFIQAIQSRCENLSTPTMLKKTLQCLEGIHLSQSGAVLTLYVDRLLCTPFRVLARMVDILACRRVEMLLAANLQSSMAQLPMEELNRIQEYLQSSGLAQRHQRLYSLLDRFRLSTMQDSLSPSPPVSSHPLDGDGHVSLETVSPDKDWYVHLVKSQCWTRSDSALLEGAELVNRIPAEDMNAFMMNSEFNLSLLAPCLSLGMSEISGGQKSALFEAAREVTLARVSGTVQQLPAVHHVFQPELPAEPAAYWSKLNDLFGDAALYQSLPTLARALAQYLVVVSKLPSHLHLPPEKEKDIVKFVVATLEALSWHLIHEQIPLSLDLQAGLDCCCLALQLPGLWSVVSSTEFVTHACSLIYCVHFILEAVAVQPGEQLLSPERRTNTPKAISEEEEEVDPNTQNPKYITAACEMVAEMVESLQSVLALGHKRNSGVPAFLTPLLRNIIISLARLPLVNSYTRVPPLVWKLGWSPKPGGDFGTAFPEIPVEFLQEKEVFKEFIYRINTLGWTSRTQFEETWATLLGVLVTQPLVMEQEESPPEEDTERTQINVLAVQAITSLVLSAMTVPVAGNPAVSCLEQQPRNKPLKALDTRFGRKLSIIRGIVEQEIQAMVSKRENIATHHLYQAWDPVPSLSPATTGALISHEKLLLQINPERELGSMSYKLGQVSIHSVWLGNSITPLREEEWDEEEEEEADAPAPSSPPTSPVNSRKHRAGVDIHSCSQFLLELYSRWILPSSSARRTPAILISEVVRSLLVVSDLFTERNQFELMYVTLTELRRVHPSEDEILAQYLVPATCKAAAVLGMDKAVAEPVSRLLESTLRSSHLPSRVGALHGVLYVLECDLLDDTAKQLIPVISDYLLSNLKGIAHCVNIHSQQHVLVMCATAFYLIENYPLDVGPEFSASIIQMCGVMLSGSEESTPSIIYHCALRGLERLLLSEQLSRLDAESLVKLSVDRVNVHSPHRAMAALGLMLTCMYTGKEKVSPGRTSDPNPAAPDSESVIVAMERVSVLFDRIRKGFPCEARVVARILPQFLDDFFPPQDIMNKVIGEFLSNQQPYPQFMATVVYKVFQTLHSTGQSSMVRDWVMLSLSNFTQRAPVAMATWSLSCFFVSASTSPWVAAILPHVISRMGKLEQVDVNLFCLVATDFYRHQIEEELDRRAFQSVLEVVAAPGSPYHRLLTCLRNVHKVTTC
The depositor's hits bear a star; · = no result given; & = joins results of further samples. Rule as the data show it: active = inhibition above about 50%; inactive = the rest. Not all compounds are listed; rates above refer to the full screens.

SMILES	Pf apPOL block	mHTT CaM bind
O=C1OCCN1C(=O)[C@H]1[C@H](c2ccccc2)C(c2ccc(F)cc2)=NN1c1ccccc1	-5	2
COc1cccc2c(Nc3cccc(C)c3)cc(C(=O)N3CCSCC3)nc12	-3	31
COc1ccc(C2N(S(=O)(=O)c3ccccc3)CCN2S(=O)(=O)c2ccccc2)cc1	-12	-8
CN1C(=O)C2(c3cc(Br)ccc31)N1CC3(C)CN2CC(C)(C1)C3=O (centres undefined)	2	-5
Cc1ccn2c(NC(=O)C3CCCC3)c(-c3ccccc3)nc2c1	2	36
COc1ccc2c(c1)-c1sc(C(=O)N3CCCCC3)cc1CC2	-3	-11
c1ccc2c(c1)OCC(c1csc3ncnc(N4CCCC4)c13)O2 (centres undefined)	-5	-4
CCN1c2ccccc2C(=O)NC12CCN(C(=O)c1cc(C)cc(C)c1)CC2	0	-13
Nc1nc2c(s1)CCCC2	·	-1&6
N#CC1=C(N)Oc2n[nH]c(C34CC5CC(CC(C5)C3)C4)c2C1c1ccco1 (centres undefined)	-5	30
COc1ccc(C(=O)N2CC3CC(NC(=O)c4cccs4)C2C3)cn1 (centres undefined)	-5	2
O=C(Nc1ccc(S(=O)(=O)N2CCOCC2)cc1)C(F)(F)F	0	1
O=C(CN1CCC(Cn2cnc3ccccc32)CC1)Nc1cccc(F)c1	-10	-10
O=[N+]([O-])c1cccc(-c2nc3sc(-c4cccc([N+](=O)[O-])c4)nc3s2)c1	6	0
COc1ccc(-n2nc(C(=O)Nc3ccc(F)cc3)c3ccccc3c2=O)c(OC)c1	-4	-7
Cc1ccc(NC(=O)N2CCc3c(c(COCc4ccc(F)cc4Cl)nn3C)C2)cc1	-2	20
O=[N+]([O-])c1cc(NC2OCC(O)C(O)C2O)ccc1Cl (centres undefined)	-2	-1
CC(=O)N1CCN(c2nc3c(s2)CC(C(=O)NCc2ccc(C)c(C)c2)CC3)CC1 (centres undefined)	-2	14
Cc1cc(C)c(S(=O)(=O)N2CCCC(C)(C(=O)NCc3cccc(F)c3)C2)c(C)c1 (centres undefined)	-2	8
Cc1ccc(CNC(=O)C2CCCN(c3nnc4ccc(Cl)cn34)C2)o1 (centres undefined)	1	23
O=C(Nc1cccc(Cl)c1)Nc1ccc(I)cc1F	5	-11
CC(=O)Nc1ccc(NC(=O)COc2ccc(S(C)(=O)=O)cc2[N+](=O)[O-])cc1	-6	4
CCN(CC)C(=O)CSc1nc(C)cc(-c2cccs2)c1C#N	-3&-4	1&2
O=C(NC1CCCCC1)N1CCCC1c1cccc(F)c1 (centres undefined)	-2	-8
O=S(=O)(Nc1ccccc1F)c1cc(Cl)ccc1Cl	3	-5
Next section:
SMILES	Pf apPOL block	mHTT CaM bind
COc1nc(-c2ccccc2Cl)nc2ccccc12	-4	-18
N#CC1=C(N)SC(N)=C(C#N)C1c1cccc2ccccc12	-9	16
O=C(Nc1ccc(Cl)cc1)c1ccc(Br)c(S(=O)(=O)Nc2ccccn2)c1	3	0
COc1c(C(=O)Nc2nc(-c3ccc(F)c(F)c3)cs2)csc1Cl	-2	·
N#C/C(=C\c1ccc(Cl)cc1)c1nc(C2CC2)cs1	-4	-68
Cc1ccc(CNC(=O)C(=O)Nc2nccs2)cc1	-1	-4
CC(NC(=O)CCS(=O)(=O)Cc1ccc(Cl)cc1)c1ccccc1 (centres undefined)	-20	-1
O=C(NC1CC2CC1N(C(=O)CCc1ccccc1)C2)c1cccnc1 (centres undefined)	-5	0
CC1(C)CC(O)CC(C)(C)N1CC(O)COc1ccc(Cl)cc1Cl (centres undefined)	5	-2
CNc1nccc(N2CCC(CC(=O)NCc3cc(OC)cc(OC)c3)CC2)n1	-6	10
CS(=O)(=O)N1CC(C(=O)Nc2ccc3c(c2)OCCO3)C2(CCCCC2)C1 (centres undefined)	5	12
Cc1ccc(C(O)=Cc2nc3ccc([N+](=O)[O-])cc3oc2=O)o1	-4	4
COc1ccc(C2Oc3c(OC)cccc3C3CC(c4ccco4)=NN32)cc1 (centres undefined)	-52	38
COc1ccccc1C(=O)N1CCc2c(c(-c3nc(-c4ccc(F)cc4)no3)nn2C)C1	-1	5
CCCOc1ccc(N2C(=O)CC(NCc3cccs3)C2=O)cc1 (centres undefined)	-3	-10
N=C1S/C(=C\c2ccc(O)cc2)C(=O)N1c1ccc(F)cc1	-5	10
COc1ccc2c(=O)c(Oc3ccccc3F)c(C)oc2c1C	-4	11
O=C(NCc1ccc(Cl)cc1Cl)Nc1ccccc1	3	-10
CC(=O)C1=C(O)C(=O)N(C)C1c1ccc(Cl)cc1 (centres undefined)	0	-4
COC(CNC(=O)c1ccc2c(c1)nc(C)n2-c1ccc(Br)cc1)OC	-4	8
COC(=O)c1ccccc1NC(=O)c1ccc(-n2cccn2)nn1	4	-12
COc1cccc(C(=O)N2CCN(C3CC4CCC3C4)CC2)c1 (centres undefined)	-3	-7
CCC(=O)N1CCc2cc(Br)cc(S(=O)(=O)CCC(=O)NCCOC)c21	4	1
CC(C)COc1ccc(C(=O)Nc2ccccc2[N+](=O)[O-])cc1	-9	13
O=C(CSc1nc2[nH]ncc2c(=O)n1-c1ccc(Cl)cc1)c1ccc(Cl)cc1	0	25
(next part)
SMILES	Pf apPOL block	mHTT CaM bind
CCNC(=O)C1CCN(c2cccc3ccccc23)C1=O (centres undefined)	0	-3
COc1ccc(CC(=O)N2CCC3(C2)C(=O)N(C)c2ccccc23)c(Cl)c1 (centres undefined)	-4	5
N#CC(=Cc1cc(Cl)sc1Cl)S(=O)(=O)c1ccccc1	-13	·
O=C1NC2(Nc3ccccc31)C(=O)Nc1ccccc12 (centres undefined)	-6	-2&0
NC(=O)c1ccc(NC(=O)c2ccccc2I)cc1	-4	7
CCC(=O)Nc1nc2ccccc2n1CCN1CCOCC1	-5	-9
O=C(CCC1CCN(c2cc(NC3CC3)ncn2)CC1)NCc1ccc(F)cc1F	-2	4
COc1ccc(OC)c(/C=C2/N=C(c3cc(Cl)ccc3Cl)OC2=O)c1	5	10
CCCNC(=O)N1CCN(C(=O)NCCC)CC1	-4	-3
Cc1cc(C=O)c(C)n1-c1ccc([N+](=O)[O-])cc1	1	12
CC(C)(C)C(=O)N1CCCC2(CC(c3ccc(C#N)cc3)=CO2)C1 (centres undefined)	-5	-13
O=C(Nc1ccc2c(c1)CN(C(=O)c1cccs1)CC2)c1cnccn1	-8	-1
COc1ccc(C2=N/C(=C/c3cc(Br)ccc3OC)C(=O)O2)cc1	-8	-5
Nc1nnc(SCC(=O)N2CCCc3ccccc32)s1	-8	-2
CCOc1ccc(N2CCN(C(=O)CC(C)C)C(C)C2=O)cc1 (centres undefined)	-3	-9
COCCN1C(=O)CCc2cc(NC(=O)c3ccccc3C)ccc21	-1	-8
Cc1ccccc1-n1nc2c(c1NC(=O)c1ccc(Cl)c([N+](=O)[O-])c1)CS(=O)(=O)C2	-5	7
COc1ccc(NC(=O)COc2cc(C)ccc2C)cc1OC	6	8
COc1ccc(-c2cc(C(F)(F)F)nc(SC3CC(=O)C4OCC3O4)n2)cc1OC (centres undefined)	-4	36
COc1ccccc1NC(=O)CN(c1ccc(C)cc1C)S(C)(=O)=O	-3	0
CC(Oc1ccccc1)C(=O)Nc1c2c(nn1-c1ccc([N+](=O)[O-])cc1)CSC2 (centres undefined)	-3	23
CC1NC2(CCN(C(=O)c3ccccc3Cl)CC2)N(CC2CCCO2)C1=O (centres undefined)	-8	4
CN1C(=O)CCC2(CNC(=O)c3n[nH]c4ccccc34)CCCC12 (centres undefined)	-2	0
CC(C(=O)N1CCC(c2cc(N)on2)CC1)c1ccccc1 (centres undefined)	3	-4
O=C1CSC(c2ccc(Cl)cc2Cl)N1c1ccc(Cl)cn1 (centres undefined)	0	-39
Other entries.
SMILES	Pf apPOL block	mHTT CaM bind
COc1ccc(CCNC(=O)CSc2nc3c(cnn3-c3ccccc3)c(=O)[nH]2)cc1OC	-4	2
Cc1cccc(N2CCN(C(=O)c3ccnc(N4CCCC4)n3)CC2)c1	-5	0
CCOc1ccccc1OCCCN1CCCC(C)C1 (centres undefined)	-6	0
COc1cc(CN2CCN(CCOCCO)CC2)c([N+](=O)[O-])cc1OC	0	5
CSc1nnc(-c2nn(C)c3c2CN(C(=O)c2ccccc2)CC3)n1C	4	1
Fc1cnc(N2CCN(c3ccccc3)CC2)nc1N1CCN(c2ccccc2)CC1	1	2
CC(=O)C1=C(O)C(=O)N(c2ccc(O)cc2)C1c1ccc(Cl)cc1 (centres undefined)	-1	11
Cc1cc(CNC(=O)C(C)Oc2ccccc2)c(C)o1 (centres undefined)	-10	-8
CC1CCC(C)N(C(=O)c2cc3n(n2)C(C(F)(F)F)CC(c2ccccc2)N3)C1 (centres undefined)	-1	30
COc1ccc(C2CCCN2C(=O)Cc2ccc(Cl)cc2)cc1 (centres undefined)	0	42
N#Cc1c(N=Cc2ccccc2O)oc(-c2ccco2)c1-c1ccco1	12	48
Cn1c(=O)c2[nH]c(-c3ccccc3)c(O)c2n(C)c1=O	-3	1
O=C(NC1CCCCCC1)c1ccc(CN2C(=O)C3CCCN3C(=O)c3ccccc32)cc1 (centres undefined)	-4	10
CCCS(=O)(=O)N1CCC(C(=O)NCCc2ccc(OC)c(OC)c2)CC1	-15	-5
Clc1ccc(-c2nnc(-c3cccc(Br)c3)o2)cc1	-2	-6
CCN(CC)S(=O)(=O)c1ccc2oc(C(=O)NCc3ccccn3)c(C)c2c1	-10	35
NC(=O)CSc1nnc(N2CCN(C(=O)Cc3c[nH]c4ccccc34)CC2)s1	-7	-14
COCCN1COc2ccc3c(=O)c(-c4ccccc4OC)coc3c2C1	-14	3
Cc1nn2c(nc1=O)SCC2(O)c1ccc([N+](=O)[O-])cc1 (centres undefined)	-2	0
O=C(Nc1ccc(Cc2ccc(NC(=O)c3ccco3)cc2)cc1)c1ccco1	-3	7
COc1ccccc1NC(=O)N1CCN(c2ccccc2OC)CC1	-30	-1
CC(C)(C)OC(=O)COc1ccc2c(c1)OC(=Cc1cccs1)C2=O	0	-6
CC1CC(=NNC(N)=S)c2cc(Cl)ccc2S1 (centres undefined)	-17&-8	·
Cc1csc2nc(O)c(C(=O)NC(C)CCc3ccccc3)c(=O)n12 (centres undefined)	-6	40
CCOC(=O)c1ccc(NC(=O)Cn2c(C)nc(-c3ccccn3)cc2=O)cc1	-4	5
Continuation:
SMILES	Pf apPOL block	mHTT CaM bind
Cc1ccc(NC(=O)C2CCc3sc(C(=O)N(C)C)cc3C2)cc1C (centres undefined)	-3	7
O=C(Nc1ccccc1)O[C@@H]1C[C@H]2CCCC(=O)N3CC[C@@H](C1)[C@@H]23	-6	-3
CC(=CC1CCC(C)C2C1=C(C)CC2O)C(=O)O (centres undefined)	-11	·
Clc1ccc(OCCN2CCOCC2)cc1Cl	-10	1
O=C(Nc1ccc2nn(-c3ccccc3)nc2c1)c1ccc([N+](=O)[O-])cc1Cl	-3	2
O=C(c1ccccc1Cl)N1CCc2c(nc3cc[nH]n3c2=O)C1	-4	-2
COC(=O)CNC(=O)N1CCCCCC1c1ccc(C)s1 (centres undefined)	2	4
Cc1ccc(NC(=O)c2cc(S(=O)(=O)NCc3ccco3)ccc2F)cc1Cl	-4	39
Cc1sc2nc(SCC(=O)Nc3ccc(S(N)(=O)=O)cc3)[nH]c(=O)c2c1C	-6&0	1&16
CCOc1ccccc1N1CCN(Cc2cc(OC)c(O)c(OC)c2)CC1	-2	3
Cc1cccc(C(=O)Nc2sc3c(c2C(=O)N2CCN(C)CC2)CCCC3)c1	4	16
CCOC(=O)COc1nsnc1N1CCOCC1	·	0
O=C(NC1CC1)C1CCCN1C(=O)c1ccccc1 (centres undefined)	0	-1
COc1ccc(C)cc1N1C(=O)NC2CC1(C)Oc1c(OC)cccc12 (centres undefined)	-5	-1
CC(=O)NC1=NN(C(C)=O)C(c2cccc(Cl)c2)S1 (centres undefined)	2	0
Cc1cc(C)c(C)c(S(=O)(=O)NCc2ccc(C(=O)Nc3cccnc3)cc2)c1C	-4	-8
CC1=C(C#N)C(c2ccc3c(c2)OCO3)C2=C(CC(c3ccccc3)CC2=O)N1 (centres undefined)	-5	2
NCCCCCCCCCCN	0	·
Cc1nccn1Cc1nc(-c2ccc(F)c(Cl)c2)no1	-3	0
CC1CC(C)CN(S(=O)(=O)N2CCCC(C(=O)NC3CCCC(C)C3C)C2)C1 (centres undefined)	-13	1

Assay outcomes from PubChem BioAssay.
